Source: PubChem BioAssay
TROY NFkB inh: inhibitors of TROY-dependent NF-kB signaling; Q293 LMP1-TROYcd NF-kB luciferase reporter, 4 h; inhibition, % at 10 µM; 360,000 compounds, 0.98% hits; AID 1347056;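 active means compounds whose plate-normalised and pattern-corrected inhibition of the luciferase reporter signal at the single screening dose is 50% or more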
CF NFkB block: inhibitors of cystic fibrosis induced NF-kB. KKLEB NF-kB-GFP reporter, PAF-induced, GFP fluorescence overnight. inhibition, % at 5 µM. 360,000 compounds, 0.86% hits;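 active means at least 50% inhibition at 5 µM, scaled per plate between neutral and stimulator controls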;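 further: PAF is a Pseudomonas aeruginosa culture filtrate used as stimulus; plate controls were PAF-stimulated DMSO wells for no effect and unstimulated DMSO wells for full effect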
TRAIL sens C8: sensitizes caspase-8 expressing cells to TRAIL. NB7+C8 cells + TRAIL, ATPlite viability luminescence. inhibition (viability loss, TRAIL sensitization), % at 10 µM. 360,000 compounds, 1% hits;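 active means compounds causing at least 50% loss of cell viability in the single-dose screen, relative to plate controls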
EBV LMP1 NFkB: reduces LMP1-driven NF-kappaB luciferase signal | inhibition, % at 12.5 µM | LMP1-induced NF-kappaB luciferase reporter cells, luminescence | 350,000 compounds, 0.69% hits | AID 504558; in the data active means inhibition above about 41%;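 further: 0% = neutral control wells and 100% = reference inhibitor control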
LRH-1 inv ag: inverse agonists of human LRH-1 (NR5A2). HEK293T StAR-luciferase reporter, LRH-1 transfected, 24 h. inhibition, % at 3.6 µM. 360,000 compounds, 0.13% hits. AID 602396;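 active means inhibition above the mean inhibition of all tested compounds plus 3 SD, cut at about 73% in these data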;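 further: 0% = DMSO wells and 100% = reporter-only cells lacking LRH-1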
Target sequence (O00482 whole entry, looked up): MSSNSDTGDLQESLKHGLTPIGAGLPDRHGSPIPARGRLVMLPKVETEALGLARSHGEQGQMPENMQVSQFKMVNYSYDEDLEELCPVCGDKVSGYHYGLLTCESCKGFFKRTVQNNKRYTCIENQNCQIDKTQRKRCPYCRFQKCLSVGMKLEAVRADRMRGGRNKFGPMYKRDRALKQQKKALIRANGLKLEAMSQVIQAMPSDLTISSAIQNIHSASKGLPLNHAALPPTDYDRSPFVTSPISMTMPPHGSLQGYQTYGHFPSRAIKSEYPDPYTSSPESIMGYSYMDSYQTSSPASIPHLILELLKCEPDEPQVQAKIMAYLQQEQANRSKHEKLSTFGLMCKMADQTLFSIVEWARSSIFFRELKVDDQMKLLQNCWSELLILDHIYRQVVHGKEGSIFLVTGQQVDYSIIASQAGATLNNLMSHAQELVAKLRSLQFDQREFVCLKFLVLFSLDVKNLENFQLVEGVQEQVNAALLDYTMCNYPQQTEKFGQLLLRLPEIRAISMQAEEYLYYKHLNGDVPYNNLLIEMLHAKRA
COUP-TFII inh: inhibitors of human COUP-TFII (NR2F2); HEK293T NGFI-A luciferase reporter, luminescence; inhibition, % at 8.6 µM; 370,000 compounds, 0.7% hits; AID 686940;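 active means inhibition above a per-plate cutoff, mean inhibition of test wells between control levels plus 3 SD, cut at about 38% in these data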;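 further: cells cotransfected with COUP-TFII expression vector driving the NGFI-A reporter; 0% = median of COUP-TF2 test wells and 100% = reporter-only cells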
Target sequence (P24468 whole entry, looked up): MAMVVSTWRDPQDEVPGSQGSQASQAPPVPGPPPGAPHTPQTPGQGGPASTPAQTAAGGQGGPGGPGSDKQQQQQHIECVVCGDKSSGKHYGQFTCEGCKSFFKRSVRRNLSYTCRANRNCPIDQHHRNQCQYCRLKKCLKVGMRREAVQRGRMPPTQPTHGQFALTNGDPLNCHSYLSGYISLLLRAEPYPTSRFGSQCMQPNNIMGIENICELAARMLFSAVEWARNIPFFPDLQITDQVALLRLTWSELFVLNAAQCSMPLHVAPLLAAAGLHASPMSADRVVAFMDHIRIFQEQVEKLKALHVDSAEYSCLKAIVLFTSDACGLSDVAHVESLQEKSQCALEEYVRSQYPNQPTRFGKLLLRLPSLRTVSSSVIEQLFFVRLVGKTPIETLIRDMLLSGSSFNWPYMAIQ
TWEAK-Fn14 inh: blocks TWEAK-Fn14 interaction in a reporter cell assay; 360,000 compounds, 2% hits; TWEAK-stimulated Fn14 reporter cells, luciferase luminescence, 8 h; inhibition, % at 10 µM; AID 1159606; in the data active means inhibition above about 50%
SRC3 inh: human NCOA3 inhibition; Q9Y6Q9; HEK293 GAL4-SRC3 luciferase reporter, luminescence; inhibition, % at 3.6 µM; 360,000 compounds, 0.17% hits;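 active means inhibition above a per-campaign cutoff, the mean of all compounds plus 3 SD, cut at about 60% in these data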;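 further: 0% = DMSO-treated cells and 100% = gossypol-treated cells at 36 µM; higher means less SRC3-driven luciferase light from the GAL4 reporter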
NCOA1 inh: human NCOA1 inhibition | inhibition, % at 3.6 µM | HEK293 GAL4-SRC1 luciferase reporter, luminescence | 360,000 compounds, 0.12% hits | AID 588354 | Q15788;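 active means inhibition above the campaign mean plus 3 SD, with each screening campaign given its own cutoff, cut at about 60% in these data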;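 further: 0% = DMSO treated cells and 100% = gossypol at 36 µM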
Shn3 inh set2: Schnurri-3 reporter inhibition in Clone20 osteoblasts; Clone20 osteoblast Shn3 3'UTR firefly luciferase, 24 h; inhibition, % at 12.5 µM; 360,000 compounds, 0.52% hits; AID 588674;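 active means mean inhibition of at least 75% with every replicate also reaching 75%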;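 further: 0% = median of neutral control wells and 100% = pilot-screen positive control compound; some compounds past the cut are filed as inactive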
KKLEB cytotox: reduces viability of KKLEB cystic fibrosis airway cells | KKLEB CF airway cells viability, ATPlite luminescence, overnight; active compounds read low; cells stimulated with P. aeruginosa culture filtrate | activity change (cytotoxicity), % at 5 µM | 360,000 compounds, 0.36% hits | AID 602141;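 active means corrected activity change at or below -50% at 5 µM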
* marks the source's active call; other numbers are inactive results; / = no result given. A portion of the library. The share of hits here may be higher or lower than overall.

SMILES	TROY NFkB inh	CF NFkB block	TRAIL sens C8	EBV LMP1 NFkB	LRH-1 inv ag	COUP-TFII inh	TWEAK-Fn14 inh	SRC3 inh	NCOA1 inh	Shn3 inh set2	KKLEB cytotox
CC(C)(C)Cc1c(-c2ccc(Cl)cc2)nc2ccc(Cl)cn12	-23.2	12.5	-1.9	-10.0	-18.5	5.8	-11.1	-21.6	7.0	17.2	-6.1
CCS(=O)(=O)N1Cc2ccccc2CC1C(=O)Nc1ccc(OC)cc1OC (stereo not drawn)	10.7	1.5	6.3	0.9	-1.0	11.9	10.7	-11.0	-5.1	12.1	6.7
COc1ccccc1CNC(=O)CCCNS(=O)(=O)c1cccc2nsnc12	-6.3	2.5	6.4	3.7	-6.2	-1.1	1.0	-21.0	-11.0	3.4	-13.7
Cc1nc2ccccc2cc1C(=O)N/N=C/c1ccco1	-3.2	1.8	-5.6	-11.4	-1.4	7.5	11.9	14.5	19.0	-34.7	-1.6
CC(=O)c1cccc(OCC(=O)N(C)CC(=O)NCc2ccco2)c1	-2.6	-15.3	-9.6	1.5	5.9	-15.1	13.9	-0.1	-0.2	5.5	8.4
Cc1nc2nc[nH]n2c(=O)c1C/C=C/c1ccccc1	-13.7	33.2	-1.9	-12.9	-13.9	2.6	-3.0	-9.7	0.2	2.5	-13.6
COc1cc2c(cc1OC)C(NC(=O)c1ccc(C)cc1)CC2=O (stereo not drawn)	7.3	15.4	-12.3	7.7	11.1	-0.2	17.4	4.4	-5.4	-17.2	-5.8
CC(=O)Nc1ccc(Nc2cc(N(C)C)c3nonc3c2[N+](=O)[O-])cc1	4.8	-44.0	-16.9	0.6	-13.9	5.2	-26.4	-15.3	2.4	9.9	7.7
CCOc1ccc(N2C(=O)CC(N(CCc3ccc(OC)c(OC)c3)C(=O)/C=C/C(=O)O)C2=O)cc1 (stereo not drawn)	2.7	23.6	8.4	-9.3	9.3	14.9	-4.5	-0.2	3.5	-1.4	-1.4
Cc1nc(CC(=O)NNS(=O)(=O)c2cccc(Cl)c2Cl)cs1	-10.6	10.3	-8.2	4.1	-0.3	2.4	5.3	0.3	-8.2	-38.5	-19.8
CCN(CC)CCNC(=O)/C(=C/c1cn(CC)c2ccccc12)NC(=O)c1cc(OC)c(OC)c(OC)c1	-2.4	17.8	1.1	-1.5	-1.9	-7.7	-4.5	18.9	10.7	3.9	3.8
O=C(Nc1ccc2c(c1)CCC2)c1cnc(Cl)c(Cl)c1	-34.5	-13.1	11.1	-48.4	-69.9	-48.6	31.9	-74.3	-97.7	-78.6	12.3
CCN(CC)c1ccc(/C=N/N2CCN(Cc3cccc4ccccc34)CC2)c(O)c1	2.0	-9.2	-4.3	-1.2	21.0	-1.9	20.2	-2.4	-1.4	23.1	22.8
O=C(NC(=S)Nc1ccc(CN2CCOCC2)cc1)c1ccccc1[N+](=O)[O-]	9.0	-14.7	-9.5	1.2	-14.0	-14.9	1.6	-4.1	-2.2	-16.3	2.5
CC[C@@]1(C(=O)OC)N[C@H](CN(C)C(=O)c2ccc(C)cc2)[C@@H]2C(=O)N(C)C(=O)[C@@H]21	0.7	-3.8	2.6	-3.8	-20.1	-12.7	3.4	2.7	-4.6	3.7	12.0
Cc1cccc(NC(=S)N(CCCN2CCCC2)Cc2cccn2Cc2ccc(Cl)cc2)c1	3.5	10.0	17.1	-0.8	-9.7	-9.4	-0.4	13.9	-7.0	26.8	-7.6
Nc1nc(Nc2ccccc2)nc(NCc2ccco2)c1[N+](=O)[O-]	-0.8	26.5	-3.2	-8.3	9.1	-0.9	15.2	14.4	0.1	2.9	-17.8
O=[N+]([O-])c1ccc(Cl)c(C[n+]2cccc3ccccc32)c1	-15.9	-16.3	20.6	1.4	0.2	-0.8	-20.4	0.0	-45.6	-1.7	8.2
Oc1ccccc1N1CCN(Cc2ncc(-c3ccccc3)o2)CC1	-29.6	7.2	-1.5	-4.2	-23.4	14.2	-37.4	-1.8	-11.5	-2.3	1.7
CC1CCN(C(=O)c2ncn(C)c2C(=O)N2CCC(C)CC2)CC1	-2.4	-1.2	3.1	3.6	11.8	4.6	-5.9	-14.1	-2.4	13.4	-4.9
COc1ccccc1CNC(=O)C1CCN(S(=O)(=O)c2cccc([N+](=O)[O-])c2)CC1	-2.2	-3.1	-1.9	-5.0	9.9	6.6	17.0	-1.6	-7.7	-0.2	6.0
CCOC(=O)C1=C(CS(=O)(=O)c2ccc(F)cc2)NC(=O)NC1c1ccc(O)c(O)c1 (stereo not drawn)	-32.6	8.8	-1.2	-7.3	0.9	8.6	-0.1	10.7	-34.3	-17.1	10.7
O=C(NCCN1CCOCC1)C1CCN(S(=O)(=O)c2ccccc2)CC1	-19.1	3.6	-3.0	5.1	-20.5	-8.4	5.8	2.0	-1.7	-25.4	0.1
O=C(NN=C1CCCC1)c1ccccc1OCc1ccc(Cl)cc1	1.6	21.1	-10.9	5.2	6.3	20.1	-13.9	-12.5	-1.4	1.8	-3.0
CCCNC(=O)Cn1c(=O)oc2cc(S(=O)(=O)N3CCCC3)ccc21	-19.1	-7.7	-2.7	5.0	21.6	-10.4	22.7	0.6	-21.7	0.1	4.2

New compounds follow
SMILES	TROY NFkB inh	CF NFkB block	TRAIL sens C8	EBV LMP1 NFkB	LRH-1 inv ag	COUP-TFII inh	TWEAK-Fn14 inh	SRC3 inh	NCOA1 inh	Shn3 inh set2	KKLEB cytotox
CC1Sc2ccc(S(=O)(=O)CCC(=O)N3CCN(c4cccc(Cl)c4)CC3)cc2NC1=O (stereo not drawn)	45.4	-7.6	25.9	3.7	1.7	36.6	47.1	7.0	-10.9	48.6	4.1
Cc1cccc(C)c1NC(=O)CCn1cnc2ccccc2c1=O	-34.6	-9.8	-3.3	4.1	-2.0	21.7	3.2	2.2	11.7	-2.4	13.7
CC(C)(C)C(=O)Nc1nnc(-c2ccncc2)o1	5.2	-16.2	14.3	1.9	-0.6	-14.6	7.4	-0.8	-5.7	-1.9	11.5
CCOC(=O)c1cccc(NC(=O)c2ccccc2C)c1	6.9	-3.4	-3.6	2.1	-15.8	-4.0	-7.5	0.5	-11.8	-10.5	4.4
CCN(CC)c1nc(Nc2ccc([N+](=O)[O-])cc2)nc(N(CC)CC)n1	19.9	13.7	-15.3	-16.1	9.7	2.7	7.0	-8.5	4.9	19.6	7.8
O=C(Cc1ccccc1)NC1CCN(Cc2ccccc2)CC1	11.6	-6.1	-2.4	0.1	10.0	-13.1	3.3	-12.8	4.2	0.7	0.0
c1ccc(Cc2nnc3sc(-c4ccco4)nn23)cc1	10.2	2.2	-12.7	-5.4	9.0	8.2	16.4	1.0	-2.5	9.6	5.3
Cc1cc(C)c(C#N)c(Nc2ccccc2C)n1	22.0	8.1	-3.4	4.0	13.5	8.8	-10.3	2.7	0.4	26.8	-1.8
Clc1ccc(Oc2nc(N3CCOCC3)nc(N3CCOCC3)n2)c(C2CCCCC2)c1	5.1	22.7	3.8	-13.0	-9.2	-0.2	21.2	19.2	7.4	1.9	-5.3
Cc1nnsc1-c1onc(C)c1C(=O)O/N=C/c1ccc(Cl)cc1	-1.0	17.1	-6.1	5.0	-9.6	0.1	-4.0	11.4	13.1	1.9	-14.2
Cc1ccc(-c2nc(CS(=O)CC(=O)NC3CCC(C)CC3)c(C)o2)cc1 (stereo not drawn)	16.0	-4.2	2.2	-2.0	0.4	8.4	7.0	-7.0	-3.3	0.2	20.7
Clc1c(-c2ccccc2)nc2ccccn12	-53.0	-23.5	6.2	-7.6	-96.0	-28.6	-16.0	-51.6	-67.2	-56.3	8.8
Cc1c(/C=N\NC(=O)C2(C)CC2(Cl)Cl)cnn1C (stereo not drawn)	1.9	1.4	-13.7	-2.8	-22.0	-12.8	4.8	-9.5	-5.8	4.3	9.7
O=C(NCCc1ccccc1)Nc1nnc([C@H]2C[C@H](O)[C@@H](CO)O2)s1	1.9	7.1	-7.6	/	14.1	-3.4	-1.5	0.9	23.4	-7.0	5.2
CCOC(=O)C1CCCN(Cc2nc(N)nc(Nc3ccc(OC)cc3)n2)C1 (stereo not drawn)	18.7	15.7	-1.8	15.8	-3.7	19.5	14.6	-1.1	-7.5	7.6	2.9
O=C(Nc1ccc(Br)cc1)C1CCC(=O)N1Cc1ccccc1Cl (stereo not drawn)	0.1	3.4	-16.9	-9.0	18.7	22.1	2.9	27.6	-1.9	9.3	0.5
Cc1nn(C)c(C)c1CN(C(=O)C1CCC(=O)N(C2CCCCCC2)C1)C(C)C (stereo not drawn)	-42.1	9.3	0.5	3.1	-21.6	-25.0	-21.9	-33.2	-9.2	-58.5	-5.2
COc1ccc(CNC(=O)Cn2nc([N+](=O)[O-])cc2C)cc1	15.7	12.6	-9.3	-28.1	2.7	-16.1	16.6	-6.4	5.0	9.6	5.7
COc1cc(/C=C(\C#N)C(=O)NCC2CCCO2)cc(OC)c1OC (stereo not drawn)	-17.4	-5.1	-8.0	7.6	-6.8	-4.3	13.8	-8.1	4.8	-3.4	2.4
Cc1cc(C)c(C)c(S(=O)(=O)Nc2cccc(S(=O)(=O)Nc3ccccc3C(=O)O)c2)c1C	-3.6	20.7	-8.0	4.5	1.2	6.6	14.2	3.1	16.4	-13.5	4.5
Nc1ncnc2c1ncn2CCOc1ccccc1	-22.8	1.2	-2.5	-16.0	-22.8	-7.8	-10.3	-32.7	-39.6	-15.1	-21.4
COC(=O)c1cccc(NC(=O)COc2cccc([N+](=O)[O-])c2)c1	-13.5	-2.9	2.8	-2.0	-12.3	3.2	-72.3	7.1	-20.5	-3.4	-6.6
CCCCC(=O)Nc1ccc(S(=O)(=O)N2CCCCC2c2cccnc2)cc1 (stereo not drawn)	6.9	20.3	0.1	-13.6	-22.2	-13.1	-5.2	9.9	-3.1	14.8	-11.7
O=C(CCSc1nnc(-c2ccncc2)o1)Nc1ccccc1Cl	2.1	9.6	-0.4	5.2	13.2	-13.6	-8.5	6.4	14.1	-3.0	-5.4
Cc1cccc(N2CCN(C(=O)CCNS(=O)(=O)c3ccc4c(c3)oc(=O)n4C)CC2C)c1 (stereo not drawn)	6.0	-15.2	-3.4	7.4	20.4	2.0	-6.5	8.8	-4.6	35.4	32.7
CN1c2ccccc2Sc2cc(N)ccc21	-8.7	-11.8	7.4	4.0	6.6	13.2	-15.8	-14.3	-8.1	6.7	-2.4
O=C(O)C1CCCN(S(=O)(=O)c2ccc(Br)cc2)C1 (stereo not drawn)	11.0	-0.6	-17.1	-1.3	-12.5	-8.9	0.6	-10.9	-10.4	-28.3	-1.0
O=C(Nc1ccc(N2CCOCC2)cc1)c1cc(-n2cnnc2)ccc1Cl	-2.0	-3.8	-16.8	1.5	-20.9	17.0	-6.8	0.0	0.3	-29.9	5.3
COc1ccccc1C(=O)Nc1ccon1	10.1	-2.3	4.0	6.4	-12.9	-22.0	-16.4	-36.9	-8.4	-5.6	16.9
O=C(N/N=C/c1cccnc1)c1ccc(O)cc1	-7.0	-8.0	6.6	-9.3	-9.5	-32.0	3.9	-15.2	-23.1	-26.3	7.5

Just TRAIL sens C8 (two entries from above):
Compound | TRAIL sens C8
CC(C)(C)C(=O)Nc1nnc(-c2ccncc2)o1 | 14.3
Nc1ncnc2c1ncn2CCOc1ccccc1 | -2.5
